Bioassay records deposited in PubChem by Fisher Drug Discovery Resource Center.
mcGAS inh: mouse cGAS inhibition by luminescence; recombinant cGAS, Kinase-Glo ATP depletion luminescence; actives 0.15% (n = 160,000); AID 1259399; Q8C6L5; inhibition, % at 12.5 µM;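 further: 0% = negative control wells and 100% = reference inhibitor with no enzyme activity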
hcGAS inh: inhibitors of human cGAS. recombinant h-cGAS, ATP depletion, Kinase-Glo luminescence. inhibition, % at 12.5 µM. AID 1259398. actives 0.081% (n = 290,000);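 further: 0% = vehicle reaction and 100% = reaction without DNA for no activity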
Target sequence (Q8N884 whole entry, looked up): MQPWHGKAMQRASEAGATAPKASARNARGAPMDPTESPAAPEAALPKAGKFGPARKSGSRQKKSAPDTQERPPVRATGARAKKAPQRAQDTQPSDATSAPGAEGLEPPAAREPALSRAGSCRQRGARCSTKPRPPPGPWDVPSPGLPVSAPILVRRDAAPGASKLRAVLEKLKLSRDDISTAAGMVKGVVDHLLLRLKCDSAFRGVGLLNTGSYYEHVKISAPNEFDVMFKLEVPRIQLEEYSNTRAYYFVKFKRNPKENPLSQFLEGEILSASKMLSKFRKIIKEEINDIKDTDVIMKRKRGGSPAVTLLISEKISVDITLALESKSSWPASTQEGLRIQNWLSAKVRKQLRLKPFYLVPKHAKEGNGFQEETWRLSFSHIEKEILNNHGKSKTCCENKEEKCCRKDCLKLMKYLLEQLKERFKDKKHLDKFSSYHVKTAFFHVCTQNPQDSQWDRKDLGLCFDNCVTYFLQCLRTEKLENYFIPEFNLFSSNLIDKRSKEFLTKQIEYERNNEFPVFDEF
NPYLR7 agonist: activates Aedes aegypti NPYLR7 receptor; HEK293T NPYLR7/Galpha15, GCaMP6s calcium fluorescence; activation, % at 10 µM; actives 0.15% (n = 270,000); AID 1259423; in the data active means activation above about 40%;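 further: 0% = vehicle and 100% = reference agonist at the receptor; some compounds past the cut are filed as inactive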
* marks the source's active call; other numbers are inactive results; x = not tested or not shown; & = joins results of further samples. Unless noted, no stated cut-off is given here; in the data, active means inhibition above about 40%; inactive means the rest.

Order of results: mcGAS inh, hcGAS inh, NPYLR7 agonist
1) CCOCCCn1c(SCc2ccc(OC)c(F)c2)nc2cc(C(=O)OCC)ccc21
→ -3, -2, 4
2) Cc1nc(C2(NCc3nc(C)c(C)s3)CCCC2)no1
→ x, 3, -3
3) CC(C)=CCC1C(=O)C(C(=O)CC(C)C)=C(O)[C@@](O)(CC=C(C)C)C1=O (stereo not given in full)
→ -5, -3, 4
4) O=C1C2C3C=CC(C3)C2C(=O)N1c1ccc(Cl)cc1F (stereo not given)
→ -5, -4, -9
5) CCN(CC)C(=O)Oc1ccc2c(ccn2Cc2ccccc2OC)c1-c1ccc(OC)c(OC)c1
→ -6, -2, 11
6) O=C(Oc1ccc([N+](=O)[O-])cc1)c1cc(Br)ccc1Cl
→ -6, -4, 7
7) CC(C)C(=O)N1CCCCC1C(=O)NC1CCc2ccccc2C1 (stereo not given)
→ x, -8&-11, 3&10
8) CCC(C)N(Cc1cccn1C)CC(O)COc1ccc(OC)cc1 (stereo not given)
→ -4, -5, 3
9) Cc1onc(C(=O)N2CC(F)(F)C[C@H]2CN2CCCCC2)c1CN1CCCCC1
→ -5, -11, x
10) CCCC1COCCN1Cc1cc(C)[nH]n1 (stereo not given)
→ x, 0, 8
11) COc1ccc(CCC(=O)Nc2c(C)nc3c(C)cccn3c2=O)cc1
→ x, -16, 3
12) N#CC(=Cc1cccc([N+](=O)[O-])c1)c1nnc(N2CCOCC2)n1-c1ccccc1
→ x, -4, 3
13) COc1cc(-c2nnc(CCC(=O)N3CCN(c4ccccc4F)CC3)c(=O)[nH]2)ccc1OC(C)C
→ x, -5, 16
14) CCCN(C)C(=O)C(C1CCCC1)N1CCN(C(=O)Nc2ccccc2)CC1 (stereo not given)
→ -2, 1, 10
15) CCOC(=O)C(CC)Sc1nc2c(c(=O)n1-c1ccccc1)SCC2 (stereo not given)
→ x, -4, -4
16) CCC1CCCCN1C(=O)c1ccc(-c2ccc(F)cc2)s1 (stereo not given)
→ 0, -2, -12
17) O=C(NC1CCN(C(=O)Cc2cccc(F)c2)CC1)C1CCCCC1
→ x, -9, 5
18) CN(C)Cc1nc2c(c(=O)[nH]1)C(C)(C)Cc1ccccc1-2
→ x, -3, -2
19) Cc1ccc(S(=O)(=O)N(C)CC(=O)NNC(=O)c2ccccn2)cc1
→ x, -8, -4
20) COc1cc(CCC2CCN(C(=O)c3nc4ccccc4c(=O)[nH]3)CC2)cc(OC)c1
→ x, -4, -1
21) COc1ccc(S(=O)(=O)Cc2ccn(C)c(=O)c2)cc1
→ x, -6, 18
22) Cc1cccc(Nc2ccc(NCCNS(=O)(=O)c3ccc4ccccc4c3)nn2)n1
→ x, -9, 12
23) Cc1ccc(N2C(=O)CSC2c2cccc(NC(=O)Cc3cccs3)c2)c(C)c1 (stereo not given)
→ -7, -2, 3
24) COc1cccc(CN(CCC(C)C)CC(O)COc2ccccc2C)c1 (stereo not given)
→ -7, -7, -2
25) CCN(CN1C(=O)NC(Cc2ccccc2)C1=O)C1CCS(=O)(=O)C1 (stereo not given)
→ x, 2, -3
26) Cn1c(-c2c(=O)c3ccccc3n3cc(C(C)(C)C)[nH]c23)nc2ccccc21
→ x, -10, -4
27) CC1(C)OC(=O)N(CCCN2CCOCC2)C1(C)O (stereo not given)
→ x, -8, 1
28) c1cncc(COC2CCCN(Cc3cnc[nH]3)C2)c1 (stereo not given)
→ x, -6, -1
29) Cc1ccc(-n2nc(-c3ccc(C)o3)cc2C(=O)N2CCN(C(c3ccccc3)c3ccccc3)CC2)c(C)c1
→ -3, -13, 2
30) Cc1ccc(N2C(=O)CC(N3CCN(Cc4cccs4)CC3)C2=O)c(C)c1 (stereo not given)
→ x, 0, 1

Following part.
Order of results: mcGAS inh, hcGAS inh, NPYLR7 agonist
31) O=C1c2ccccc2NC(c2ccc(O)cc2)N1Cc1ccco1 (stereo not given)
→ -4, -5, -3
32) CC(=NNC(=O)NC1CCCCC1)c1ccco1
→ x, -6, 6
33) COc1cn(CC(=O)NCc2ccc(C)cc2)c(CN2CCN(C(C)=O)CC2)cc1=O
→ -5, 0, -1
34) Cc1cc(C(=O)COc2ccc(Br)cc2Cl)c(C)n1C1CCS(=O)(=O)C1 (stereo not given)
→ -8, -6, 3
35) Cc1nc2ncnn2c(N2CCN(C(=O)c3cc(C)n(C)n3)CC2)c1Cc1ccccc1
→ -7, -1, 29
36) CC(NCc1cccnc1)c1ccc(NS(C)(=O)=O)cc1 (stereo not given)
→ x, -7, 2
37) Cc1ccc(S(=O)(=O)NCCN2CCN(C(=O)C3=Cc4ccccc4OC3)CC2)cc1
→ x, -5, 0
38) COc1ccc(C(=O)N/N=C2\C(=O)c3cccc4cccc2c34)cc1OC
→ x, -9, 3
39) O=C1CCC(CC(=O)N2CCC(CCC(=O)N3CCC(Cc4ccccc4)CC3)CC2)N1 (stereo not given)
→ x, -5, 7
40) CC(=O)c1ccc(OCc2nnn(CC(=O)NS(=O)(=O)c3ccc(C)cc3)c2-c2ccccc2)cc1
→ x, -10, 2
41) N#Cc1ccc(NC(=O)C2CSCN2C(=O)c2ccc[nH]2)cc1 (stereo not given)
→ x, -4, 2
42) Cn1c(=O)[nH]c(=O)c2c1n1c(-c3ccccc3)nnc1n2C
→ x, 0, 7
43) Cc1ccc(-c2cnc(SCC(N)=O)n2-c2ccccc2F)cc1
→ x, -11, 6
44) COc1ccc(S(=O)(=O)NCC2CCCN(C(=O)c3ccnn3C)C2)cc1 (stereo not given)
→ -9&-3, -6&0, 0&-1
45) CC(=O)c1ccc(C(=O)N(Cc2cccnc2)c2nc3cc(C)cc(C)c3s2)cc1
→ -8, -6, -5
46) Cc1cc(C)c(NC(=O)Cn2cnc3c(cnn3C)c2=O)c(C)c1
→ -3, 4, 2
47) CCc1nc2ccc(C(=O)Nc3cccc(OC)c3)cn2c1N(C)C(=O)C1CCCCC1
→ 2, 3, -7
48) COc1ccc(C(=O)c2oc3ccc(NC(=O)c4ccccn4)cc3c2C)cc1
→ x, -9, -3
49) COc1cccc(CO[C@]2(C(=O)NCC3CC3)CC(OCc3ccc(F)cc3)[C@@H]3OC(C)(C)O[C@@H]3C2)c1 (stereo not given in full)
→ 0, 4, -2
50) Nc1c(C(=O)N2CCCC2COc2ccccc2)nnc2ccccc12 (stereo not given)
→ -16, -9, 9
51) CC(CCNC(=O)N(C)Cc1nccs1)c1ccccc1 (stereo not given)
→ x, -7, 1
52) O=C(NC1CC1)c1cc(F)cc(Br)c1
→ -7, -12, 11
53) Cc1ccc(OCc2ccc(-c3nc(C#N)c(N4CCOCC4)o3)o2)cc1
→ -7, -5, 1
54) COc1cc(-c2n[nH]c(-c3cccc(N)c3)n2)cc(OC)c1OC
→ x, -3, -12
55) COc1ccc(CNC(=O)c2cc(N(C)C3CCCCC3)nc3ccccc23)cc1OC
→ -3, -11, 5
56) COc1ccccc1C(=O)N(CC(=O)N1CCc2sccc2C1c1ccc(Cl)cc1)C(C)C (stereo not given)
→ -4, -2, -2
57) CCC(C(=O)NCCn1ncc2c(N3CCCCC3)nc(SC)nc21)c1ccccc1 (stereo not given)
→ -6, -2, x
58) O=C1NC(Cc2c[nH]c3ccccc23)C(=O)N1CCN1C(=O)c2ccccc2C1=O (stereo not given)
→ x, 3, 1
59) Cn1c(=O)c2c(nc(N3CCCC3)n2Cc2ccccc2)n(C)c1=O
→ -6, -1, -4
60) COCCN(Cc1ccc(OC)cc1)c1c(C)nc2ccc(C(=O)N(C)CCCN(C)C)cn12
→ -3, -10, -4

(more compounds)
Order of results: mcGAS inh, hcGAS inh, NPYLR7 agonist
61) O=C(Nc1cc(-c2ccccc2)nn1-c1ccc(Br)cc1)c1ccc(F)c(Cl)c1
→ 2, -3, -14
62) CCc1cc(C(=S)NCN2CCN(c3ccccc3)CC2)ccn1
→ x, 8, 0
63) CC(C)(C)OC(=O)N1CCCN(CCSc2ccccc2)CC1
→ x, -4, 5
64) Cc1ccc(CSc2nc(CC(=O)NC3CC3)cs2)cc1
→ -7, -6, x
65) Cc1cc(CNC(C)c2cnc(-c3ccncc3)nc2C)oc1C (stereo not given)
→ -7, -4, -1
66) COC(=O)CCSc1nnc(-c2ccc(OC)c(OC)c2)o1
→ -1, 2, 2
67) CC(C)Nc1ncccc1C(=O)NCCc1cccc(F)c1
→ -5, -6, -6
68) CC1(C)CC(=O)c2c(nc3sc(C(=O)Nc4ccccc4F)c(N)c3c2-c2ccccc2)C1
→ -5, -5, -3
69) COc1ccc2c(c1)OC(C)CN(C(=O)c1c(-c3ccccc3)noc1C)C2 (stereo not given)
→ -3, -3, 13
70) Cc1ccnc(NC(C)c2csc(C(C)C)n2)n1 (stereo not given)
→ x, -7, 5
71) CC(NS(=O)(=O)c1cc(F)ccc1Cl)C(=O)NC1CCCC1 (stereo not given)
→ -16, -4, 12
72) O=C(CCC(=O)N1CCCN2CCC[C@H]2C1)NC1CCCC1
→ x, -5, 9
73) CN(C)c1nc(N)nc(/C=C\c2ccco2)n1
→ -6, -1, 15
74) CCOc1ccc(N2C(=O)CC(Sc3ncccc3C(=O)O)C2=O)c([N+](=O)[O-])c1 (stereo not given)
→ -6, -3, -10
75) O=C(c1ccc(-c2ccccc2)cc1)N1CCN(S(=O)(=O)c2ccc(F)c(F)c2)CC1
→ -3, 2, 0
76) Brc1ccc(-c2csc3ncnc(N4CCN(CC5CCCO5)CC4)c23)cc1 (stereo not given)
→ -7, 0, -1
77) Cc1c(C(=O)NCc2ccc3c(c2)OCO3)sc(=O)n1Cc1ccc(-c2ccccc2)cc1
→ x, -4, 10
78) CCOC(=O)c1ccc2c(c1)nc(SCc1ccc(OC)c(F)c1)n2CCOC
→ -5, 0, 9
79) CC1CCc2sc(C(=O)NNS(=O)(=O)c3ccc(F)cc3F)cc2C1 (stereo not given)
→ x, -1, 0
80) Cc1cc(C)c2c(CC(=O)N3CC[C@H](CO)[C@@H](O)C3)coc2c1C
→ -15, -4, -1
81) CCOC(=O)C1CSCCN1C(=O)c1cccc(S(=O)(=O)NC)c1 (stereo not given)
→ x, -10, 8
82) COc1cccc2c(=S)[nH]ccc12
→ x, -6, 3
83) Cc1cn2c3c(=O)n(CCN4CCOCC4)c(=O)n(C)c3nc2n1C1CCCCC1
→ -3, -13, 5
84) COCCCNC(=O)CN1CN(c2ccccc2)C2(CCN(C(=O)Nc3ccccc3OC)CC2)C1=O
→ -5, -3, 18
85) CCOC(=O)N1CCC(NCc2ccccc2-n2ccnc2C)CC1
→ -12, -11, x
86) O=c1c2cc(Cl)cc(Cl)c2ncn1Cc1nccn1CC(F)(F)F
→ -16, -3, 2
87) Cc1ccc(CN2CCCN(c3nc(-c4ccccc4)no3)CC2)cc1
→ -9, -5, 1
88) CCCCCc1ccc(C(=O)N2CCN(c3nc4nccc(-c5ccc(N6CCOCC6)cc5)n4n3)CC2)cc1
→ -5, -4, 5
89) CCCCC(CC)C(=O)N1CCN(c2nc3nccc(C(C)(C)C)n3n2)CC1 (stereo not given)
→ -6, -7, 5
90) CC1CC(C(F)F)n2nc(C(=O)O)nc2N1 (stereo not given)
→ x, -10, 14

(cont.)
Order of results: mcGAS inh, hcGAS inh, NPYLR7 agonist
91) CC(=O)Cc1nc(=S)nc(-c2ccc(F)cc2)[nH]1
→ x, -2, 9
92) Cc1cccc(-n2cc(CN(C)C(=O)c3ccnn3C)cn2)c1
→ x, -9, -4
93) Cc1cc(=O)oc(C)c1C(=O)N1CCC(c2ccncc2)CC1
→ -10, -9, -1
94) Brc1ccccc1CNc1cccnc1N1CCCC1
→ x, -6, 15
95) COCCn1c(C)cc(O)c(C(c2ccc(OC)c(OC)c2)N2CCN(c3ccccc3)CC2)c1=O (stereo not given)
→ x, 0, 0
96) Cc1ccc(S(=O)(=O)N2CCOC(CN3Cc4ccccc4-c4ccccc43)C2)cc1 (stereo not given)
→ x, -2, 6
97) O=c1oc2ccccc2cc1-c1csc(NCc2ccccc2)n1
→ -4, -6, -1
98) Cc1cc(OCC2CN(C(=O)COCc3ccccc3)CCO2)ccc1Cl (stereo not given)
→ -5, -1, -5
99) Cc1ccc2nc(CNC(=O)Nc3ccc(N(C)C)cc3C)cn2c1
→ x, 2, -1
100) CCOC(=O)CN1NC2(CCC(C(C)(C)C)CC2)NC1=S (stereo not given)
→ x, -3, 0
101) Cc1cccc(OCCCn2c(=O)oc3ccc(C)cc32)c1
→ -2, 2, 2
102) CN(C)Cc1nc(N2CCN(S(=O)(=O)c3ccc(C(C)(C)C)cc3)CC2)c2c3c(sc2n1)CCCC3
→ -6, -10, -10
103) Cc1ccc(Cn2c(C)c(C(=O)NCc3cccc(Cl)c3)sc2=O)cc1
→ x, -3, 4
104) COc1cc2[nH]c(=O)c(CN3CCCC(N(C)C)CC3)cc2c(OC)c1OC (stereo not given)
→ x, 0, 2
105) C=CCN(CC(=O)N1CCc2sccc2C1COc1cccc(F)c1)CC(O)COCc1ccccc1 (stereo not given)
→ -5, -5, 17
